# Screens: PubChem, Fisher Drug Discovery Resource Center
# NPYLR7 agonist: mosquito NPYLR7 agonism; 0.15% of 270,000 active; HEK293T NPYLR7/Galpha15, GCaMP6s calcium fluorescence; activation, % at 10 µM; in the data active = activation above about 40%;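 note: 0% = vehicle and 100% = reference agonist at the receptor; some compounds past the cut are filed as inactive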
# mcGAS inh: inhibitors of mouse cGAS; Q8C6L5; recombinant cGAS, Kinase-Glo ATP depletion luminescence; inhibition, % at 12.5 µM; 0.15% of 160,000 active;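 note: 0% = negative control wells and 100% = reference inhibitor with no enzyme activity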
# hcGAS inh: human cGAS inhibition. recombinant h-cGAS, ATP depletion, Kinase-Glo luminescence. inhibition, % at 12.5 µM. 0.081% of 290,000 active;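 note: 0% = vehicle reaction and 100% = reaction without DNA for no activity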
# Target sequence (Q8N884 whole entry, looked up): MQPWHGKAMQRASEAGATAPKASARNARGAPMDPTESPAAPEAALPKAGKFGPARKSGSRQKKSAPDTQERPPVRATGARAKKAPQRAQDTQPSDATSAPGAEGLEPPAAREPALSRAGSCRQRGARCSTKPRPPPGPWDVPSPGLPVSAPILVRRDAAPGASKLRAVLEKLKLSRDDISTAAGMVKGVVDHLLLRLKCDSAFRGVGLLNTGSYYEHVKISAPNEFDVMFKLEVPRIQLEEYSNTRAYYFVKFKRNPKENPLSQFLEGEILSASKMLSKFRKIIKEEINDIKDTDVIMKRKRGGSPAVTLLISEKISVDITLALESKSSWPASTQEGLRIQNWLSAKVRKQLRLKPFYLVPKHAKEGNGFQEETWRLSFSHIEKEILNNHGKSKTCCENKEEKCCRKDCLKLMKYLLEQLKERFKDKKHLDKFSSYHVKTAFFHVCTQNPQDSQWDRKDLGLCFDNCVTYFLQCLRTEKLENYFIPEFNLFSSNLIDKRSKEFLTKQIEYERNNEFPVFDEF
# * = called active by the depositor; . = not tested or not shown; & = joins results of further samples. Cut-off read from the data, not from the text of the source, unless noted: active = inhibition above about 40%; inactive = the rest.
SMILES,NPYLR7 agonist,mcGAS inh,hcGAS inh
O=C(NCCC(c1ccccc1)c1ccccc1)c1ccc(CSc2nc(Cl)cc(N3CCN(c4cccc(C(F)(F)F)c4)CC3)n2)cc1,17,-3,0
CC(C)OCCS(=O)(=O)c1ncc(-c2ccccc2)n1C,-1,.,1
O=C(O)c1cc2c(cc1O)CCCC2,-3,.,3
O=C1NCCN(Cc2cccc(Oc3ccccc3)c2)C1CC(=O)N1CCOCC1 (stereo unspecified),8,-14,0
O=C(c1scc2c1OCCO2)N1CCOC(CCc2ccccc2)C1 (stereo unspecified),2,.,-6
CC(=O)C1=CNC(=O)N(C(C)=O)C1c1ccccc1 (stereo unspecified),5,.,-5
Cc1cc(C(=O)N(CCc2ccccc2)CC2CCCN(C)C2)nc(C)n1 (stereo unspecified),13,.,-10
c1ccc(CCc2nc(CCn3nnc(-c4ccccc4)n3)n[nH]2)cc1,-1,.,-4
N/N=C1\CC(c2ccccc2)Cc2n[nH]c(=O)cc21 (stereo unspecified),-12,.,-7
Cc1ccc(C2=NN3SC=C(c4ccc(F)cc4)N=C3C(O)(C(F)(F)F)C2)cc1 (stereo unspecified),-2,.,0
C=CCN(CC=C)c1cc(Cl)nc(SCc2ccc(C(=O)N3CCN(c4ccccc4OC)CC3)cc2)n1,3,-2,-3
O=C(NC1CCN(c2ccccc2C(=O)N2CCN(c3ccccn3)CC2)CC1)c1ccc(Br)cc1,1,-6,-7
CNS(=O)(=O)CCNC(=O)C(C)Oc1cc(C)ccc1C (stereo unspecified),24,-9,0
CCC(C)N(Cc1ccc(OS(C)(=O)=O)cc1)C(=O)NC(C)C (stereo unspecified),.,-9,-5
CCc1cccc(CC)c1NC(=O)N(C)Cc1ccc(SC)cc1,-2,.,-6
CCC(C)N(Cc1cccc(OS(C)(=O)=O)c1)C(=O)Nc1ccc(OC)cc1 (stereo unspecified),-3,-4,-5
Cc1ccc(-c2nc(N(C)Cc3nccn3C)ncc2-c2ccc(N)nc2)cc1,14,-13,-10
O=C(Nc1ccccc1C(=O)NC1CC1)c1cc(Cl)ccc1F,6,.,-4
Cc1ccsc1C1(C(=O)N2C[C@H]3C[C@H](O)[C@@H](O)C[C@H]3C2)CC1(C)C (stereo partly specified),-3,-1,-3
COc1ncccc1C(=O)N1CCc2nnc(CCc3ccccc3)n2CC1,-7,-16,-4
COc1cc2c(cc1CN(C)C(C)C(=O)N(C)C)OCCCO2 (stereo unspecified),18&9,.,-9&-6
CC(NC(=O)CSc1cc(F)ccc1F)c1cc2ccccc2o1 (stereo unspecified),2,-14,-8
Cc1cc(C)cc(C(=O)Nc2nn(C(C)(C)C)cc2C#N)c1,0,.,-12
CC1Cc2cc(S(=O)(=O)Nc3ccc(C#N)cn3)ccc2O1 (stereo unspecified),-5&-1,.,-7&-8

# 4 entries from above, reformatted:
compound | NPYLR7 agonist | mcGAS inh | hcGAS inh
CCC(C)N(Cc1cccc(OS(C)(=O)=O)c1)C(=O)Nc1ccc(OC)cc1 (stereo unspecified) | -3 | -4 | -5
Cc1ccc(-c2nc(N(C)Cc3nccn3C)ncc2-c2ccc(N)nc2)cc1 | 14 | -13 | -10
O=C(Nc1ccccc1C(=O)NC1CC1)c1cc(Cl)ccc1F | 6 | . | -4
Cc1ccsc1C1(C(=O)N2C[C@H]3C[C@H](O)[C@@H](O)C[C@H]3C2)CC1(C)C (stereo partly specified) | -3 | -1 | -3

# Next entries:
SMILES,NPYLR7 agonist,mcGAS inh,hcGAS inh
CCOc1ccc(-c2ccc(SCCN3CCCCC3)nn2)cc1,12,.,-11
N#CC(=CC=Cc1ccc([N+](=O)[O-])o1)c1nc2ccccc2[nH]1,-1,.,-3
O=C(O)C1CCC(c2ccccc2)N(Cc2ccc(F)cc2F)C1 (stereo unspecified),26,.,-6
CCC(C(=O)N1CC(c2cccnc2)C1)n1cccn1 (stereo unspecified),.,-9,-8
CC1(C(=O)Nc2ccc3c(c2)OCO3)CCN1Cc1ccc2ccccc2c1 (stereo unspecified),7,.,-3
OC(COc1ccccc1)CN(Cc1ccccc1)Cc1cccs1 (stereo unspecified),-4,1,-1
CC1(Cc2ccc(S(C)(=O)=O)cc2)C(=O)Nc2cc(-c3ccccc3Cl)ccc21 (stereo unspecified),4,-3,1
COc1ccc2[nH]cc(C3CCN(S(=O)(=O)c4ccc(C(F)(F)F)cc4Cl)CC3)c2c1,28,-8,-12
COc1ccccc1-n1c(SCc2ccc(C(=O)O)cc2)nnc1-c1ccc(C)cc1,-3,-6,-1
CC(C1CC2CCC1C2)n1c(COc2ccccc2F)n[nH]c1=S (stereo unspecified),-7,.,-7&-1
CC(=O)Nc1ccc(SC2CCCCC2=O)cc1 (stereo unspecified),6,.,-2
C1=CCN(c2nc(CC3CC3)nc3c2CCN(C2CCOCC2)CC3)C1,.,1,6
COc1ccc(OC)c(CN(Cc2nc(C(=O)NCc3ccncc3)co2)C(C)C)c1,.,-5,-8
COc1ccc(CN2CCN(c3nc4ccccc4s3)CC2)c(OC)c1OC,-5,.,3
O=C(c1ccco1)N1CCCC(N2CCN(c3ccccc3F)CC2)C1 (stereo unspecified),2,.,-8
CN1C(=O)C2(CCN(c3ncnc4c3CCC4)CC2)c2ccccc21,3,.,-7
Cc1cc(C)cc(NC(=O)CSc2nccn(-c3ccc(Br)cc3)c2=O)c1,0,-8,-8
COCC(=O)Nc1ccc(-c2c(-c3cccc(C)c3)nn(-c3cccc(C)c3)c2OC(C)=O)cc1,-1,-5,-1
Cc1noc2ncc(C(=O)NC34CC5CC(CC(C5)C3)C4)cc12,2,-7,-10
O=C(Cn1nnc(-c2cccs2)n1)c1ccc(Cl)s1,6,.,-9
CC1(C)CC2CC(C)(CN2C(=O)CSc2nn3c(=O)c(C(C)(C)C)nnc3s2)C1 (stereo unspecified),19,-6,-1
CCCS(=O)(=O)Nc1cccc(C(=O)N2CCN(Cc3cc(C)no3)CC2)c1,0,.,-6
c1ccc(Cn2cc(CN3CCSCC3)c(-c3ccc4c(c3)OCO4)n2)cc1,8,1,5
COc1ccc(NC(=O)c2nnn(-c3ccc(OC)cc3)c2N)cc1,4,-10,-13
CC1CC(C)(C)CC2(C1)NC(=O)N(CC(=O)NCCC(=O)N1CCCC1)C2=O (stereo unspecified),9,.,-5
CC(C)c1ccc(S(=O)(=O)N(C)C2CCS(=O)(=O)C2)cc1 (stereo unspecified),-2,.,-7
Cc1ccc2nc(SCC(=O)Nc3cccc4ccccc34)nc(=O)n2c1,-1,-7,-6
Cc1cc(C)c(S(=O)(=O)Nc2ccc(-n3cccn3)cc2)c(C)c1,0,.,-9
CCN(CC)C(=O)Oc1ccc2c(ccn2Cc2cc(Cl)cc(Cl)c2)c1-c1ccc(F)c(F)c1,9,1,1
CC(C)c1cc(C2CCN(Cc3ccc(O)c(Cl)c3)CC2)[nH]n1,19,.,-10
Cc1oc(C(=O)O)cc1S(=O)(=O)Nc1cc(Br)ccc1F,2,-17,-6
Fc1c(F)c(N2CCCCC2)c(F)c(F)c1Br,2,.,-1
O=C(O)c1[nH]ncc1CN1CCCC(c2nc3ccccc3o2)C1 (stereo unspecified),11,.,-6
Cc1cccc(C#Cc2ccccc2)n1,-1,-8,-13
CCC(C)N(CC(=O)N(Cc1ccco1)Cc1cccn1C)C(=O)c1cccc(Cl)c1 (stereo unspecified),-8,-4,-5
COc1cc(CN2CCCn3cccc3C2c2ccc(C(F)(F)F)cc2)ccc1O (stereo unspecified),5,.,-4
O=C1NC2(O)C3C4CC5C6C4C2C6C1(O)C53 (stereo unspecified),-9,.,-7
COc1ccc(C2=NN(C(=O)CSc3nc(=O)n4cccc(C)c4n3)C(c3ccc(C)cc3)C2)cc1 (stereo unspecified),1,.,-14
Cc1oc(-c2ccoc2)nc1CN1C[C@]2(C)C[C@H]1CC(C)(C)C2,6,.,-1
CC(C)Cn1c(CC(C)(C)C)nc2ccccc21,6,.,-6
Cc1cccc2[nH]c(C3CCN(Cc4cc(C#CCO)cs4)CC3)nc12,18,-10,-8
Cc1cccc(OCC(=O)NCCCn2nc(-c3ccccc3)ccc2=O)c1C,-2,.,-1
COc1ccc(C(=O)N2CCN(C3c4ccccc4CCc4ccccc43)CC2)c(OC)c1,26,-7,-5
CN(C)C1CCCN(C(=O)Cc2ccc(O)c(Cl)c2)CC1 (stereo unspecified),4,.,-1
CNC(=O)C1CCN(c2ncnc3ccccc23)CC1,-5,0,5
Cc1ccc(COc2cn(CC(=O)N3CCOCC3)c(C)cc2=O)cc1,1,-7,-11
CN(C)S(=O)(=O)CCNC1CCSC1 (stereo unspecified),2,-4,0
COc1ccc(-c2cc(C(=O)N3CCN(c4cccc(C(F)(F)F)c4)CC3)n(-c3ccc(Cl)c(Cl)c3)n2)cc1,2,-3,-4

# Copied from above (5 entries):
SMILES,NPYLR7 agonist,mcGAS inh,hcGAS inh
CN(C)C1CCCN(C(=O)Cc2ccc(O)c(Cl)c2)CC1 (stereo unspecified),4,.,-1
CNC(=O)C1CCN(c2ncnc3ccccc23)CC1,-5,0,5
Cc1ccc(COc2cn(CC(=O)N3CCOCC3)c(C)cc2=O)cc1,1,-7,-11
CN(C)S(=O)(=O)CCNC1CCSC1 (stereo unspecified),2,-4,0
COc1ccc(-c2cc(C(=O)N3CCN(c4cccc(C(F)(F)F)c4)CC3)n(-c3ccc(Cl)c(Cl)c3)n2)cc1,2,-3,-4

# Remaining list, next part:
SMILES,NPYLR7 agonist,mcGAS inh,hcGAS inh
Cc1nc2ccccn2c1CN1CCCN(c2ccc(F)cc2)CC1,-3,-11,-3
Cc1cccc(S(=O)(=O)N2CCC(NC(=O)c3occc3C)CC2)c1,1,.,-3
CCN1CCc2nc(NC(=O)c3ccc(Br)cc3)sc2C1,3,-6,1
CCCC1=NN(C(=O)c2ccccc2OC)C(O)(C(F)(F)F)C1 (stereo unspecified),1,.,-8
COc1ccc(-n2nc(C(=O)N3CCOCC3)c(=O)n(Cc3cccc(Cl)c3)c2=O)cc1,18,-4,-8
CO[C@H]1CN(C(=O)OCc2ccccc2)[C@@H]2CC[C@@H](O)[C@H]1C2,6,-1,1
Cc1cc(C=C(C#N)S(=O)(=O)c2ccc(Br)cc2)cc(C)c1O,10,.,-3
Cc1ccccc1-n1nc(C)c(CNC(=O)c2ccccc2OC(=O)c2ccccc2O)c1C,-9,-3,-5
Cn1ccnc1C(NC(=O)C1CCN(S(=O)(=O)c2ccccc2)CC1)c1cccc(F)c1 (stereo unspecified),-4,.,-9
Cc1ccc2oc(CN(Cc3ccncc3)C(=O)c3ccc(F)cc3)nc2c1,0,-4,-5
O=C(Nc1ccc(OC(F)(F)F)cc1)N1CCc2nc(NCc3cccc(Oc4ccccc4)c3)ncc2C1,0,-2,-5
O=S(=O)(c1ccc2c(c1)nc(SCc1cc3c(cc1Cl)OCO3)n2CC1CCCO1)N1CCOCC1 (stereo unspecified),14,-3,0
CCOC(=O)c1cc(-c2cccc(NC(=O)c3ccc4nonc4c3)c2)n(-c2ccccc2OC)n1,-4,1,3
CCN(CC)S(=O)(=O)c1ccc2c(c1)CCN2CC(=O)Nc1cc(C)on1,12,.,-3
COc1ccc(C2CCCN2Cn2nc(-c3ccc(C)cc3)n(C)c2=S)c(OC)c1 (stereo unspecified),7,.,-6
CC(c1cccc(-c2ccc3[nH]c(=O)[nH]c(=O)c3c2)c1)N1CCCC1 (stereo unspecified),.,-6,-2
COc1cc(OC)cc(C(=O)NCC(=O)NC(C)c2ccc3c(c2)OCCO3)c1 (stereo unspecified),-1,.,3
CCOC(=O)c1c(C)[nH]c(C(=O)COC(=O)c2ccc(C)s2)c1C,-4,.,-2
CC1CCN(Cc2nnnn2CC(=O)N2CCN(Cc3cccc(F)c3)CC2)CC1,5,.,2
COc1ccc(CCC(C)NC2CC(C)(C)NC(C)(C)C2)cc1 (stereo unspecified),33,-12,-9
OCCCn1nc(Br)nc1Br,-24,.,0
CCN(Cc1nc(COC)no1)Cc1cc2ccc(F)cc2[nH]c1=O,-3,-9,-9
C[C@@]1(O)CCN(C(=O)Cc2cccnc2)C[C@@H]1Cc1ccccc1,0,.,-3
C#CCn1c(=O)c2c(OC)ccnc2n(C)c1=O,3,-9,-5
c1cc2occc2c(-c2cc(NC3CCNCC3)nc3[nH]ccc23)n1,42,2,4
CCOC(=O)c1nn(-c2ccc(C)cc2)c(=O)cc1OS(=O)(=O)c1ccc(C)cc1C,-2,-7,-5
Cc1cc(C)n(-c2nc(C)c(C)c(=O)n2CC(=O)NCc2ccc(F)cc2)n1,0,-8,-13
COc1ccc(OCC(=O)N=Nc2c(O)n(C)c3c(C)cc([N+](=O)[O-])cc23)cc1,3,-7,-5
N[C@@H](Cc1ccc(O)c(O)c1)C(=O)O,-2&-1&-1,-12&-4,11&-1&0
COc1cccc(C(=O)N2CCC3(CC2)SCCN3C(=O)c2ccccc2F)c1,13,-5,-8
CN(C)CCCN(C(=O)COc1ccc(Cl)cc1)c1nc2cc3c(cc2s1)OCCO3,1,-8,-3
Cc1ccc(C2c3c(n[nH]c3C(C)(C)C)OC(=N)C2C#N)s1 (stereo unspecified),25,-2,-2
CCc1cccc(NC(=O)N(CC(=O)N(Cc2cccn2C)CC(C)C)CC(C)C)c1,14,-5,-1
COc1ccc(-c2noc(CN3CCCC(C(=O)c4ccccc4)C3)n2)cc1 (stereo unspecified),-2,-3,1
Clc1ccccc1Cc1noc(CN2CCCC2c2ccccn2)n1 (stereo unspecified),-2,-3,3
S=c1cc(-c2ccccc2)sc2ccccc12,4,-8,-11
Cn1c(=O)c2c(nc3n2CCCN3c2ccc(Oc3ccccc3)cc2)n(C)c1=O,3,-2,-2
